Source: PubChem
bovine MsrA act = bovine MsrA enzyme activators, primary screen, biochemical, absorbance, HTS. hit rate 0.3% among 360,000. purified bovine MsrA, absorbance read-out. AID 602163, 2012. activation, % at 10.6 µM. Methionine sulfoxide reductase A (Bos taurus); in the data active = activation above about 7.5%;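 note: 0% = vehicle and 100% = reference activator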
PABP1 MLLE inh = inhibitors of PABP1 MLLE–PAM2 peptide binding, primary screen, biochemical, fluorescence polarization, FITC-PAM2, GST-MLLE | inhibition, % at 20 µM | hit rate 0.36% among 360,000 | AID 588489, 2011 | Polyadenylate-binding protein 1 (Homo sapiens), P11940; in the data active = inhibition above about 35%, passing the limit was not always enough;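 note: plate controls were DMSO wells with GST-MLLE for no effect and wells lacking GST-MLLE protein for full effect; some results filed as inactive read as strong as hits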
SKN-1 block = suppressors of acrylamide-induced Pgst-4::GFP reporter in worms, primary screen, SKN-1 inhibitor project, whole organism, uHTS, GFP/RFP fluorescence ratio, strain VP596. C. elegans VP596 Pgst-4::GFP/RFP ratio, 24 h. inhibition, % at 21.8 µM. hit rate 0.49% among 360,000. AID 624304, 2012;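 active = interference check ratio from 0.5 to 1.5 plus GFP to RFP signal ratio inhibition reaching or exceeding a fixed threshold, cut at about 30% in these data, passing the limit was not always enough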; note: some compounds called inactive have numbers as strong as hits
Rin1-Abl PPI inh = inhibitors of Rin1-Abl protein binding, primary screen, biochemical, TR-FRET; inhibition, % at 7.35 µM; hit rate 0.4% among 360,000; Tyrosine-protein kinase ABL1 (Homo sapiens) + Ras and Rab interactor 1 (Homo sapiens), …; AID 588664, 2011; in the data active = inhibition above about 5%, passing the limit was not always enough
eLon inh = inhibitors of E. coli Lon protease, primary screen, biochemical, fluorescence polarization; P0A9M0; purified E. coli Lon protease; inhibition, % at 7.94 µM; hit rate 0.42% among 360,000; in the data active = inhibition above about 13%, passing the limit was not always enough;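 note: 0% = enzyme with probe and DMSO and 100% = no enzyme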
Neddylation inh = inhibitors of cullin neddylation, primary screen, biochemical, TR-FRET, uHTS, NAE and Ubc12; calls only at 25 µM; AID 651699, 2012; hit rate 0.58% among 360,000; NEDD8-conjugating enzyme Ubc12 (Homo sapiens) + NEDD8-activating enzyme E1 regulatory …; in the data active = inhibition above about 36%
FAS TE block = FAS thioesterase domain inhibitors, primary screen, biochemical, fluorescence intensity, uHTS. AID 602261, 2012. inhibition, % at 15 µM. hit rate 0.67% among 360,000. recombinant FAS-TE, OMFH fluorogenic substrate, fluorescence endpoint;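 active = compounds whose normalised, plate-corrected inhibition of enzyme fluorescence in the single-dose primary screen is 50% or more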;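 note: 0% = DMSO with enzyme and 100% = substrate without enzyme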
Target sequence (P49327 whole entry, looked up, the tested form may be a part): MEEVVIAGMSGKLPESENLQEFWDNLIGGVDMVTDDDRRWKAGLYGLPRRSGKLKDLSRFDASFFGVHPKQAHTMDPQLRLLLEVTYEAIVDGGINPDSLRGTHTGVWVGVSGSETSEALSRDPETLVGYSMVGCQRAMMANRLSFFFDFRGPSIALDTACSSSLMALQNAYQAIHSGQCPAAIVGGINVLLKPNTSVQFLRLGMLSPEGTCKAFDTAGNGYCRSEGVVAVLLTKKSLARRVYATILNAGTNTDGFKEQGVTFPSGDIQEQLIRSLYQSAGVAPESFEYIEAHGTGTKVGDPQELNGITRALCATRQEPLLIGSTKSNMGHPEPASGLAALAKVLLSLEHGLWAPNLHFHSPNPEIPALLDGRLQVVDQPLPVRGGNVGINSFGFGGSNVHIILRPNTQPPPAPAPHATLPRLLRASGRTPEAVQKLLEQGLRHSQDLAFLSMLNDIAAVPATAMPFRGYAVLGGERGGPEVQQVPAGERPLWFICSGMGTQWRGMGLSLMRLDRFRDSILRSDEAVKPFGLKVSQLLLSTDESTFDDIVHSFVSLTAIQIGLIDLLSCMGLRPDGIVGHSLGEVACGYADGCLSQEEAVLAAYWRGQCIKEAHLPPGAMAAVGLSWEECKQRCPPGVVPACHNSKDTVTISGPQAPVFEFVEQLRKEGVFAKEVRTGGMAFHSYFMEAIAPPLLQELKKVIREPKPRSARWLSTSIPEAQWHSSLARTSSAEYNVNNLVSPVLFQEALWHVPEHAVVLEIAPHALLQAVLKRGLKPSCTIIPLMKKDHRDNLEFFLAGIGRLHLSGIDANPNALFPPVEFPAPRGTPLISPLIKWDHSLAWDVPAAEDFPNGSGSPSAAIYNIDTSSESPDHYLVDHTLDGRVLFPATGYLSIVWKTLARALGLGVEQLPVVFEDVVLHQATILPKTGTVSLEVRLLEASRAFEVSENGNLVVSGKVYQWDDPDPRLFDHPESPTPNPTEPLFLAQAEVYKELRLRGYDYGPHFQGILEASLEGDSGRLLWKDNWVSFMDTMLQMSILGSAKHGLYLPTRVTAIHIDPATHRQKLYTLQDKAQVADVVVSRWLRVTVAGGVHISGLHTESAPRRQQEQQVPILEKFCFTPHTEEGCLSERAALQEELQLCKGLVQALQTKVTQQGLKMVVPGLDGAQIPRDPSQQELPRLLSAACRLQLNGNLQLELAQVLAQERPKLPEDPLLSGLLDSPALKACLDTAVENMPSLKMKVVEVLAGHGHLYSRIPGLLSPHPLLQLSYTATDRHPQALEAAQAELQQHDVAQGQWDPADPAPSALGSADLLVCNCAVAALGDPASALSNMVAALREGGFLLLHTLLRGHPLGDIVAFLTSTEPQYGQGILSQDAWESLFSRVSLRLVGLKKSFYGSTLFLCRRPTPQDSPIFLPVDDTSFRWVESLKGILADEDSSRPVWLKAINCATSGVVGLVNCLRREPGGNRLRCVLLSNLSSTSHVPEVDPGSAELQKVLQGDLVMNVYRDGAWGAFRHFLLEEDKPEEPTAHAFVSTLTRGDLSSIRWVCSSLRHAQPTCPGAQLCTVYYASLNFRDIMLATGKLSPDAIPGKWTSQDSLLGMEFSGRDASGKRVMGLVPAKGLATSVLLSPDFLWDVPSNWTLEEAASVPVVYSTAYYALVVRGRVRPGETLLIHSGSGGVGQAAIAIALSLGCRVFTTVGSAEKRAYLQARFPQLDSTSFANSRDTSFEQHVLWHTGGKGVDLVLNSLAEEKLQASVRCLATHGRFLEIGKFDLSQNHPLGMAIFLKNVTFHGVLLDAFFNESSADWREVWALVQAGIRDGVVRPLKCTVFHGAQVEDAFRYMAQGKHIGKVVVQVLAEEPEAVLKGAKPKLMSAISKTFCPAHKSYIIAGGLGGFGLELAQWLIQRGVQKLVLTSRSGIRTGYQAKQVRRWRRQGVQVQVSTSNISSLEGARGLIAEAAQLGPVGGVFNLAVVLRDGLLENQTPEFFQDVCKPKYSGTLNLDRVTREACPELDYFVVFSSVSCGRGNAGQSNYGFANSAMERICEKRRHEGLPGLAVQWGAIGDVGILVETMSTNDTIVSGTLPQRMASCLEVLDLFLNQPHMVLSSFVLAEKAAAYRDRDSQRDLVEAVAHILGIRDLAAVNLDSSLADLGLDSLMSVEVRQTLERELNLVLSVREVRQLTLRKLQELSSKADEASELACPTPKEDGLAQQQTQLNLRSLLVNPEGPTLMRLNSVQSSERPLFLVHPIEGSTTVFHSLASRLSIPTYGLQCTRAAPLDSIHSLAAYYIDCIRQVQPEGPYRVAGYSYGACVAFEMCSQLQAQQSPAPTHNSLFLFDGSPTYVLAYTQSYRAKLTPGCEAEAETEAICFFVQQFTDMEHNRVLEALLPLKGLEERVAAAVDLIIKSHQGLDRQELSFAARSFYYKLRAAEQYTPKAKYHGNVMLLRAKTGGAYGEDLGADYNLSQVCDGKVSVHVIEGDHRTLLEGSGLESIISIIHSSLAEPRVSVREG
NRP1-CendR mod = modulators of CendR peptide binding to NRP-1, primary screen, biochemical, fluorescence polarization, uHTS; hit rate 0.85% among 360,000; AID 602438, 2012; inhibition, % at 25 µM; Neuropilin-1 (Homo sapiens), O14786; FAM-RPARPAR peptide binding to NRP-1;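 active = inhibition or corrected inhibition above about 18%, plus a signal ratio from 0.5 to 1.5, limit read from the data, passing the limit was not always enough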; note: strong numbers were not always called active
MT1-MMP act inh = blockers of MT1-MMP proenzyme processing, primary screen, HT1080 RFP-PRO-GFP cells, GFP/RFP fluorescence; GFP/RFP ratio fluorescence, overnight; percent of plate control window, DMSO zero; hit rate 0.061% among 360,000; Matrix metalloproteinase-14 (Homo sapiens), P50281; GFP/RFP ratio change, % at 20 µM;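 active = GFP/RFP ratio change of at least 30% with cell ATP level not reduced by more than half and red fluorescence within 50% of control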; note: strong numbers were not always called active
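Test system: HT1080 cells expressing an RFP-PRO-GFP fluorescent reporter construct / Compound dosing: single-point 20 µM compound, 1% DMSO / Schedule: cells overnight before dosing, compound overnight, 37 °C, 5% CO2 / Evaluation: GFP/RFP fluorescence ratio / Control set: DMSO and RFP-L50D-GFP cell wells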
An asterisk follows results filed as active; i = inactive; / = no result given. Compounds were not picked by outcome. Share with any hit: about 4%.

SMILES	bovine MsrA act	PABP1 MLLE inh	SKN-1 block	Rin1-Abl PPI inh	eLon inh	Neddylation inh	FAS TE block	NRP1-CendR mod	MT1-MMP act inh
C=C1CCN([C@@H](CC(C)C)C(=O)NCCCc2ccccc2)S(=O)(=O)c2ccccc21	-1	0	0	-1	16	i	21	30*	-10
COn1c(-c2ccc(Cl)cc2)nc2ccc(Cl)cc21	-2	-4	87*	-2	-1	i	23	-9	2
COc1ccc2nc(NC(=O)CSc3ccccc3)sc2c1	-4	-17	1	2	-1	i	11	14	-1
C[C@]12C=CC(=O)C=C1CC[C@@H]1C2=CC[C@]2(C)[C@@H](C(=O)CN3CCN(c4cc(N5CCCC5)nc(N5CCCC5)n4)CC3)CC[C@@H]12	1	-28	3	-4	-20	i	-16	-42	-11
Cc1nc2ccc(S(=O)(=O)NCC(=O)N3CCC(C)CC3)cc2s1	-11	18	-12	4	1	i	-5	17	4
CN(Cc1ccc2c(c1)OCO2)C(=O)c1cc(-c2ccccc2)c(N2CCOCC2)s1	-2	7	9	1	2	i	34	-2	-1
CC(C)(C)c1ccc(C(=O)N/C(=C\c2ccco2)C(=O)O)cc1	-1	-1	11	1	8	i	-3	-17	-6
CCC(C)(C)NC(=O)C(c1ccc(OC)cc1)N(Cc1ccco1)C(=O)CCC(=O)Nc1cc(C)on1 (stereo not drawn)	-2	7	-11	0	-2	i	3	2	-3
Cc1ccc(NC(=S)NC(=O)/C=C/c2ccco2)c(O)c1	-3	14	9	2	-11	i	-4	-70	-4
COC(=O)C1CCN(C(=O)/C=C/c2ccccc2)CC1	-4	10	0	-2	-5	i	-9	7	0
COc1cccc(NC(=O)CSc2nnc(Cc3ccc(OC)c(OC)c3)o2)c1	-2	-50	-10	-1	0	i	-2	2	0
O=C(Nc1nc(-c2ccccc2)ns1)c1cccs1	-3	-1	27	7	1	i	-5	-6	-2
CCCCn1c(N)c(N(CC(C)C)C(=O)CN2C(=O)NC3(CC(C)CC(C)(C)C3)C2=O)c(=O)[nH]c1=O (stereo not drawn)	0	-44	3	0	2	i	-1	-2	2
FC(F)(F)c1ccc(N2CCOCC2)c(NC2=NCCCCC2)c1	-3	-7	3	0	-11	i	-8	-4	-4
COc1ccc(C(=O)NCCC2=CCCCC2)cc1[N+](=O)[O-]	-3	6	3	0	0	i	19	-9	-1
COCCN(CCOC)C(=O)c1ccc(NS(=O)(=O)c2ccc3c(c2)OCCO3)cc1	-4	-3	-2	5	-16	i	-9	-6	0
CCn1nc(NC(=O)CC(C)C)c2cc3cccc(C)c3nc21	-8	-14	-1	1	-3	i	-2	6	0
CC(C)C(=O)N1CCN(c2ccc(NC(=O)c3ccc([N+](=O)[O-])o3)cc2)CC1	6	-7	-1	-11	4	i	11	2	9
COCCCn1c(C)nnc1SCC(=O)Nc1cccc(C)c1	-1	2	8	-2	0	i	-6	-6	3
COC(=O)c1nnn(-c2nonc2N)c1CSc1nnc(C)s1	-4	-5	3	2	-4	i	-6	-3	-1

Records listed so far marked active in SKN-1 block.
compound	bovine MsrA act	PABP1 MLLE inh	SKN-1 block	Rin1-Abl PPI inh	eLon inh	Neddylation inh	NRP1-CendR mod	MT1-MMP act inh
COn1c(-c2ccc(Cl)cc2)nc2ccc(Cl)cc21	-2	-4	87*	-2	-1	i	-9	2

Next structures follow:
SMILES	bovine MsrA act	PABP1 MLLE inh	SKN-1 block	Rin1-Abl PPI inh	eLon inh	Neddylation inh	FAS TE block	NRP1-CendR mod	MT1-MMP act inh
CN(C)c1cccc(N=C2C=C(N3CCOCC3)CC(C)(C)C2)c1	-5	-65	8	-1	-1	i	-10	-8	-3
Cc1ccc(NS(=O)(=O)c2c(C)nc3sccn3c2=O)c(C)c1	-2	3	3	3	-3	i	0	4	4
CN(CCOc1ccc(Cl)cc1)CC(=O)Nc1ccc(OC(F)(F)F)cc1	-5	0	1	-1	4	i	29	-5	0
Cc1ccc(C(=O)N2CC(=O)Nc3ccc(F)cc3C2c2ccc(F)cc2)cc1[N+](=O)[O-] (stereo not drawn)	-8	-1	2	-1	11	i	25	1	-8
COC(=O)CNC(=O)C(CCSC)NC(C)=O (stereo not drawn)	-1	17	14	1	-4	i	-7	7	0
O=C(Nc1ccccc1Cc1ccccc1)C1CC(=O)N(c2ccc3c(c2)OCCO3)C1 (stereo not drawn)	-4	-33	18	1	-5	i	-5	-12	0
CC1CCCC(NC(=O)COC(=O)c2ccccc2[N+](=O)[O-])C1C (stereo not drawn)	-10	-6	2	-4	-9	i	3	3	4
CCCc1cc2c(OC(=O)CC)c(-c3ccc(C(=O)OCC)o3)c(=O)oc2cc1OC	-4	-10	4	-1	-13	/	7	-1	4
O=C(Cc1csc(-c2cccc(Cl)c2)n1)Nc1cccc(S(=O)(=O)NC2=NCCC2)c1	-1	-52	1	2	-1	i	2	-3	0
COc1cccc(C2SCC(=O)N2c2ccc(Cl)cc2)c1OC (stereo not drawn)	-2	-2	15	0	0	i	7	15	-5
COc1ccc(/C=C/C2=NN(Cc3ccccc3)C(=O)CC2)cc1	-5	6	-20	5	4	i	42	0	6
C=CC(=O)Nc1cccc(Oc2ncnc3[nH]cc(-c4cnc5ccccc5c4)c23)c1	-7	6	2	-1	13	i	-6	-6	-21
O=C(NCCc1ccccc1)Nc1ccc2c(c1)OCO2	-3	-9	-1	3	-5	i	-7	0	1
CC(=O)N1SC(N)=NC1c1ccccc1 (stereo not drawn)	0	-12	-12	-1	-5	i	-4	-1	1
Cc1cc(C(=O)N/N=C/c2ccc(O)c([N+](=O)[O-])c2)c(C)n1-c1ccc(F)cc1	-5	13	10	-2	25	i	-2	7	15
O=C(O)CC(Cc1ccc(Cl)cc1)C(=O)NCc1ccccc1 (stereo not drawn)	-4	5	4	1	1	i	-10	2	4
Cn1cnnc1SCC(=O)N1CCC(Cc2ccccc2)CC1	2	-30	4	2	-12	i	-19	-12	2
COc1ccc(CCNC(=O)c2ccc3c(SCC(=O)O)c4c(nc3c2)CCCC4)cc1OC	-3	1	2	-5	-6	i	-8	-14	0
CCCOc1ccc(C(=O)Nc2ccc(N(C)C)cc2)cc1	-5	5	14	-1	-12	i	-2	-8	1
C/C(=C\c1cccs1)C(=O)c1c(C)cc(C)[nH]c1=O	-10	-10	-5	1	1	i	-5	2	1

Structures above that have a CF3 group (two):
SMILES	bovine MsrA act	PABP1 MLLE inh	SKN-1 block	Rin1-Abl PPI inh	eLon inh	Neddylation inh	FAS TE block	NRP1-CendR mod	MT1-MMP act inh
FC(F)(F)c1ccc(N2CCOCC2)c(NC2=NCCCCC2)c1	-3	-7	3	0	-11	i	-8	-4	-4
CN(CCOc1ccc(Cl)cc1)CC(=O)Nc1ccc(OC(F)(F)F)cc1	-5	0	1	-1	4	i	29	-5	0

Shown in markdown: part of the list above.
| structure | bovine MsrA act | PABP1 MLLE inh | SKN-1 block | Rin1-Abl PPI inh | eLon inh | Neddylation inh | FAS TE block | NRP1-CendR mod | MT1-MMP act inh |
| --- | --- | --- | --- | --- | --- | --- | --- | --- | --- |
| C=CC(=O)Nc1cccc(Oc2ncnc3[nH]cc(-c4cnc5ccccc5c4)c23)c1 | -7 | 6 | 2 | -1 | 13 | i | -6 | -6 | -21 |
| O=C(NCCc1ccccc1)Nc1ccc2c(c1)OCO2 | -3 | -9 | -1 | 3 | -5 | i | -7 | 0 | 1 |
| CC(=O)N1SC(N)=NC1c1ccccc1 (stereo not drawn) | 0 | -12 | -12 | -1 | -5 | i | -4 | -1 | 1 |
| Cc1cc(C(=O)N/N=C/c2ccc(O)c([N+](=O)[O-])c2)c(C)n1-c1ccc(F)cc1 | -5 | 13 | 10 | -2 | 25 | i | -2 | 7 | 15 |
| O=C(O)CC(Cc1ccc(Cl)cc1)C(=O)NCc1ccccc1 (stereo not drawn) | -4 | 5 | 4 | 1 | 1 | i | -10 | 2 | 4 |
| Cn1cnnc1SCC(=O)N1CCC(Cc2ccccc2)CC1 | 2 | -30 | 4 | 2 | -12 | i | -19 | -12 | 2 |

The listing continues.
SMILES	bovine MsrA act	PABP1 MLLE inh	SKN-1 block	Rin1-Abl PPI inh	eLon inh	Neddylation inh	FAS TE block	NRP1-CendR mod	MT1-MMP act inh
Cc1ccc(C(=O)OCC(=O)NCc2ccc3c(c2)OCO3)s1	-2	6	9	-2	-2	i	-4	0	1
O=C(NCC(c1ccco1)N1CCCC1)c1ccc(S(=O)(=O)Nc2ccccc2F)cc1 (stereo not drawn)	-1	-10	6	1	-3	i	-6	-15	2
Cc1nc(CSc2nnc(C)s2)cs1	0	10	-7	6	-15	i	-7	-10	0
COc1ccc(-c2cc(C(F)(F)F)nc(S(=O)(=O)CCCC(=O)Nc3cccc(O)c3)n2)cc1OC	-3	4	1	-2	-1	/	5	6	-3
CCC(CC)n1[nH]c(=O)cc1N	0	-16	21	0	-3	i	0	16	1
Cc1ccc(-c2nc(CCNC(=O)c3ccco3)cs2)cc1	-3	-1	-5	2	-20	i	-10	-2	0
CC(C)C(=O)NC(=S)Nc1ccc(S(=O)(=O)N2CCN(C)CC2)cc1	-1	23	0	-1	-4	i	-10	-3	1
Cc1nnc(SCC(=O)Nc2ccc(S(=O)(=O)N3CCCCC3)cc2)s1	-3	-10	21	2	2	i	1	11	3
CC(C)CS(=O)(=O)C1=NSC2=NC(=O)/C(=C\c3ccc(OC(=O)c4ccco4)cc3)C(=N)N21	-7	-20	7	-1	-12	i	1	-54	-1
CC(C)NC(=O)c1cnc(N2CCN(c3ccccn3)CC2)c2ccccc12	-9	-5	5	-3	-3	i	-12	-5	-1
CCC(C(=O)N1CCN(c2ncccn2)CC1)c1ccccc1 (stereo not drawn)	-2	1	-5	-3	-10	i	-2	-5	-1
COCCN=c1scc(-c2ccco2)n1/N=C/c1ccc(O)c(O)c1O	-1	19	8	20*	18	i	5	-43	-1
